Lipid storage S3: qHTS Assay for Lipid Storage Modulators in Drosophila S3 Cells; Drosophila S3 cells, BODIPY lipid droplet fluorescence, 18-24 h; cells fed with added oleic acid; hit rate 0.64% among 320,000; Potency in µM for hits, for the others lipid storage change, negative = inhibition, % at the top dose, mostly 46.1 µM; active = well fitted inhibition curve with a large enough effect in the signal ratio, with a control signal flat, not every such curve was filed as active; inconclusive = small, poorly fitted or top-dose-only effect, or effect the other way, or a change in a side signal; the % refers to the signal ratio
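Drosophila S3 cells got compounds at several concentrations plus oleic acid (400 uM solution). Laser-scanning cytometry with 488 nm excitation read lipid droplets at 500-530 nm and cells at 575-640 nm. Percent activity was relative to 20 uM Triacsin C.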
Lipid storage S3 cell count max: second read-out of Lipid storage S3, no call of its own (marks repeat the call); cell number change, %; measured here: cell count max response;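 cells counted by Cell Tracker Red CMTPX staining in the red channel; peak over a dose series mostly up to 46.1 µM; percent activity relative to internal control wells on each plate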
* = called active by the depositor; i = inactive; ? = inconclusive; . = not tested or not shown. % is set by controls: 0 for no effect and ±100 for the full control effect; potency is the fitted concentration of half-maximal effect. A portion of the library; count on the stated rates, not on these rows.

SMILES	Lipid storage S3	Lipid storage S3 cell count max
CC(=O)c1cccc(NC(=S)NC(=O)c2ccccc2Cl)c1	?	.
Cc1cccn2c(=O)c(C=C(C#N)C#N)c(N3CCN(C)CC3)nc12	-30%	24
O=C(Nc1ccc(Cl)c([N+](=O)[O-])c1)c1ccc2c(c1)OCCO2	2%	0
O=S(=O)(N/N=C/c1cn(Cc2ccccc2)c2ccccc12)c1ccccc1	-12%	-19
Cc1ccc(-c2cc3c(n2-c2ccc(C(=O)O)cc2)CCCC3=O)cc1	i	7
COc1ccc(CCN(C)CCC(=O)Nc2cc(C)ccc2C)cc1OC	-7%	-16
CC(C)CCNC(=O)c1cn(C)c2ccc(S(=O)(=O)N3CCCC3)cc2c1=O	i	-14
O=C(COc1ccccc1C(=O)O)NC1CCCc2ccccc21 (centres undefined)	?	.
CCN(C(=O)c1ccc(Br)o1)C1CCS(=O)(=O)C1 (centres undefined)	19%	.
Cc1ccc(-c2nc3ccccc3s2)cc1NC(=O)c1ccc2c(c1)OCO2	6%	-8
COc1ccc(S(=O)(=O)NCC2CCC(C(=O)NCc3cccnc3)CC2)cc1 (centres undefined)	8%	2
CC(C)c1ccc(-n2ccnc2SCC(=O)O)cc1	?	.
CCOC(=O)[C@H]1[C@H]2COc3ccc(Cl)cc3[C@@H]2N2C(=O)CN(Cc3ccc(C)cc3)C(=O)[C@@]12C	?	.
N=c1oc2cc(O)ccc2cc1C(=O)Nc1ccc(Cl)cc1	?	.
C[C@@H]1CCCCCCCCCCC1=O	?	.
CCOc1ccc(C(=O)NNC(=O)CNC(=O)c2ccc(C)s2)cc1OC	-6%	5
O=C(/C=C/c1ccc(Cl)cc1Cl)NC(=S)Nc1ccc(CN2CCOCC2)cc1	?	.
O=C(COc1cccnc1[N+](=O)[O-])N1CCN(S(=O)(=O)c2ccccc2)CC1	4%	2
CC1=NOC2(C1)/C(=N/O)CCC/C2=N\O (centres undefined)	?	.
Cc1ccc(-n2nnc(-c3cc4ccccc4n3C)n2)cc1	?	.
O=C(Nc1nnc(C2=COCCO2)o1)c1cccc(C(F)(F)F)c1	?	.
CCN1CCCC1CNC(=O)c1cc2c(C)nc3ccccc3c2o1 (centres undefined)	13%	-1
Cc1cccc(NC(=O)c2cc(=O)c3ccccc3o2)n1	?	.
O=C(CCNC(=O)c1ccc(Cl)cc1)Nc1cccc(S(=O)(=O)N2CCCCCC2)c1	28%	18
Cc1ccccc1CC1(CO)CCCN(C(=O)CCC(=O)c2ccccc2)C1 (centres undefined)	7%	0

Next section (3 carried over from the part before).
SMILES	Lipid storage S3	Lipid storage S3 cell count max
Cc1cccc(NC(=O)c2cc(=O)c3ccccc3o2)n1	?	.
O=C(CCNC(=O)c1ccc(Cl)cc1)Nc1cccc(S(=O)(=O)N2CCCCCC2)c1	28%	18
Cc1ccccc1CC1(CO)CCCN(C(=O)CCC(=O)c2ccccc2)C1 (centres undefined)	7%	0
O=Cc1cn(CC(=O)NCC2CCCO2)c2ccccc12 (centres undefined)	6%	3
O=C(CSc1nc2ncc(Cl)cc2[nH]1)NCCc1ccc(F)cc1	-1%	-1
Cn1cccc1/C=N/NC(=O)c1ccn[nH]1	4%	8
O=C(CN1CCc2cc3c(cc2C1)OCCCO3)Nc1ccccc1	?	.
CCN1C(=O)CC(NNC(=O)c2ccc(Cl)cc2)C1=O (centres undefined)	?	.
CC(=O)Nc1ccc(NC(=O)C(OC(=O)c2ccccc2)C(OC(=O)c2ccccc2)C(=O)O)cc1 (centres undefined)	23%	5
C=CCOc1ccc(/C=N/NC(=O)C(C)Sc2ccccn2)cc1OC (centres undefined)	?	.
Cc1nc(NC(=O)c2ccccc2)sc1-c1csc(Nc2ccc(Cl)cc2)n1	?	.
O=C(N1CCN(c2ccccn2)CC1)N1c2ccccc2Sc2ccccc21	i	-41
O=C1c2ccccc2C(O)(c2ccccc2)N1C1CC1 (centres undefined)	?	.
CC(C)NC(=O)c1ccc2c(c1)N(CC(=O)N1CCOCC1)C(=O)C(C)(C)O2	?	.
COC(=O)c1cccc(NC(=O)CSc2nnc(COc3ccccc3)n2C)c1	i	.
COc1ccc(CCNC(=O)C(=O)NCc2ccccc2C)cc1OC	?	.
CC(=O)NC(C)c1nc2ccccc2n1Cc1ccccc1F (centres undefined)	1%	0
CC(C)N(Cc1ccccc1)C(=S)NC1CCCCC1	?	.
O=C(Nc1nnc(-c2ccc3c(c2)CCCC3)o1)c1ccc(Cl)cc1Cl	0%	.
COc1cc(/C=C\C(=O)OCn2nnc3ccccc3c2=O)cc(OC)c1OC	2%	-5
O=C(O)CC1(CC(=O)NCc2ccc(Cl)cc2)CCCCC1	0%	-10
O=C(c1ccccc1)c1ccccc1C(=O)N1CCN(Cc2ccccc2F)CC1	i	14
O=C1CSC(c2ccccc2[N+](=O)[O-])N1c1ccc(O)cc1 (centres undefined)	?	.
CS(=O)(=O)Nc1cccc(-c2cn3c(n2)SCC3)c1	?	.
COC(=O)c1ccc(C(=O)OC)c(NC(=S)N2CCCCC2)c1	-7%	-2
O=C(CN1CCN(C2CCCCC2)CC1)Nc1ccccc1N1CCCCC1	?	.
O=C(Nc1nc(-c2ccc(-c3ccccc3)cc2)cs1)C1=COCCO1	?	.
Cc1cc2cc(CN(CCCN3CCOCC3)C(=O)NC3CCCCC3)c(=O)[nH]c2cc1C	?	.

Single records, as listed above. Order of values: Lipid storage S3, Lipid storage S3 cell count max
O=C(CSc1nc2ncc(Cl)cc2[nH]1)NCCc1ccc(F)cc1 as listed: -1%, -1
COc1cc(/C=C\C(=O)OCn2nnc3ccccc3c2=O)cc(OC)c1OC as listed: 2%, -5

The main list resumes, starting 6 compounds before the break.
SMILES	Lipid storage S3	Lipid storage S3 cell count max
O=C1CSC(c2ccccc2[N+](=O)[O-])N1c1ccc(O)cc1 (centres undefined)	?	.
CS(=O)(=O)Nc1cccc(-c2cn3c(n2)SCC3)c1	?	.
COC(=O)c1ccc(C(=O)OC)c(NC(=S)N2CCCCC2)c1	-7%	-2
O=C(CN1CCN(C2CCCCC2)CC1)Nc1ccccc1N1CCCCC1	?	.
O=C(Nc1nc(-c2ccc(-c3ccccc3)cc2)cs1)C1=COCCO1	?	.
Cc1cc2cc(CN(CCCN3CCOCC3)C(=O)NC3CCCCC3)c(=O)[nH]c2cc1C	?	.
Cc1cc(C)n(-c2nc3c(c(=O)[nH]c(=O)n3C)n2CCc2ccccc2)n1	?	.
Cc1ccc(O)c(C2=NCCNC(C(F)(F)C(F)F)=C2)c1	?	.
CCCCc1ccc(C(=O)NC(C(=O)O)C(C)C)cc1 (centres undefined)	i	.
COCC(C)Nc1ccc(S(=O)(=O)N2CCCC2)cc1[N+](=O)[O-] (centres undefined)	2%	8
COc1ccc2cc(CN(CC3CCCO3)S(=O)(=O)c3ccccc3)c(=O)[nH]c2c1 (centres undefined)	?	.
CC1Cc2ccccc2C(CCc2ccccc2)=N1 (centres undefined)	0%	-1
Cc1ccc(CSc2nc3ccccc3c(=O)n2CCCC(=O)NCc2ccco2)cc1	8%	13
CCn1nc(C)c(CNC(=O)c2ccc(OC3CCN(Cc4ccccn4)CC3)cc2)c1C	?	.
O=C(CSc1ccc(C(F)(F)F)cc1[N+](=O)[O-])Nc1ccccc1	?	.
O=C(Oc1ccccc1C(=O)Nc1ccccc1)c1ccccc1Br	?	.
CCCCn1c(N)c(N(CC(C)C)C(=O)c2cc3c(s2)CCCCC3)c(=O)[nH]c1=O	?	.
CN(CCc1ccccn1)C(=O)CCC1CCCN(C(=O)c2ccccn2)C1 (centres undefined)	1%	-1
CCCc1nc2sc3ccccc3c(=O)c2c(=O)n1CCOC	2%	17
COCCC(=O)N1CCC(Oc2ccc(C(=O)N3CCCC(COC)C3)cc2)CC1 (centres undefined)	?	.
COC(=O)c1cccc(NC(=O)C(C)N2C(=O)c3ccccc3C2=O)c1 (centres undefined)	i	1
COc1ccc(O)c(-c2[nH]ncc2C(=O)c2ccccc2)c1	21%	-17
CCc1ccc(NC(=O)c2cc(C)on2)cc1	18%	27
CCCCC(=O)N(CCOC)c1nnc(-c2ccccc2C)s1	1%	2
CS(=O)(=O)N1CCC(C(=O)Nc2ccc(Cl)cc2)CC1	?	.
Cc1ccc(C)n1-c1ccc(C(=O)Nc2ccccc2)cc1	?	.
O=C(NCC1COc2ccccc2O1)c1ccc(-n2cncn2)c([N+](=O)[O-])c1 (centres undefined)	?	.
CCN(CC)S(=O)(=O)c1ccc(C2CNC(=O)C2)cc1 (centres undefined)	?	.
Cc1cc(C)n(C(=O)c2c([N+](=O)[O-])cnn2C)n1	6%	-3
CCOC(=O)c1oc2ccc(CNCCO)c(Cl)c2c1C	10%	0
CCn1c(SCC(=O)N2CCc3ccccc3C2)nc2c1c(=O)n(C)c(=O)n2C	7%	5
SMILES	Lipid storage S3	Lipid storage S3 cell count max
COc1ccc(-n2nc(C(=O)NCC(=O)NCc3ccccc3OC)c3ccccc3c2=O)c(OC)c1	?	.
COC(=O)c1ccc(/C=C/c2nc3ccccc3c(=O)[nH]2)cc1	?	.
Cc1ccc(C2N(c3ccccc3)C(=S)N3CCCN23)cc1 (centres undefined)	i	.
CN1/C(=C\C(=O)c2ccccc2Cl)c2ccccc2CC1(C)C	-5%	13
Cc1oc(C2CC2)cc1C(=O)O	3%	3
CCOC(=O)c1[nH]c2ccccc2c1CCCN1C(=O)c2ccccc2C1=O	4%	-16
Cc1nn(CCO)c(C)c1Oc1ccccc1O	?	.
CC(C)(C)NC(=O)c1ccc2c(c1)N(CC(=O)N1CCCC1)C(=O)C(C)(C)O2	1%	12
Cc1ccc(-n2nc(C)c(/C=N/n3c(C)n[nH]c3=S)c2Cl)cc1	?	.
CN(C1CCS(=O)(=O)C1)S(=O)(=O)c1ccccc1[N+](=O)[O-] (centres undefined)	?	.
CCCCCCn1c(N2CCN(c3ccccc3)CC2)nc2c1c(=O)[nH]c(=O)n2C	?	.
COc1ccc(NC(=O)C2CCCN(c3nc(C)cc(C)n3)C2)cc1 (centres undefined)	?	.
CCC(C)NS(=O)(=O)c1ccc(OCC(=O)NCc2ccccn2)cc1 (centres undefined)	?	.
CCCN(CC(=O)Nc1ccccc1C)C(=O)c1cc(=O)[nH]c2ccccc12	?	.
COc1ccc(C[C@H]2CN3C(=NC[C@@H]3Cc3ccccc3)N2CCNC(=O)c2ccc(C)c(Br)c2)cc1	?	.
COc1cc2c(cc1OC)CN(C(=O)CCN1C(=O)C3CCCCC3C1=O)CC2 (centres undefined)	-2%	8
O=C(NCc1ccco1)c1ccc(COc2ccccc2[N+](=O)[O-])o1	i	13
C/[N+]([O-])=C\C1C(=O)CCCC1=O	?	.
CC1=C(C)CC(C(=O)NNC(=O)c2ccccc2O)C(C(=O)O)C1 (centres undefined)	?	.
COc1ccc(CSc2nnc(C)n2N)cc1	-3%	0
CCOc1ccc(/C=N/NC(=O)CSc2ccccn2)cc1O	?	.
CCCCC(CC)CNC(=O)CN1C(=O)NC2(CCc3ccccc32)C1=O (centres undefined)	?	.
CC(Oc1ccc2c3c(c(=O)oc2c1)CCC3)C(=O)NCCCn1ccnc1 (centres undefined)	?	.
Cc1ccc(OCC(=O)Nc2sc3c(c2C#N)CCC3)cc1	?	.
O=c1cc(-c2ccccc2Cl)oc2c(NS(=O)(=O)c3ccccc3OC(F)(F)F)ccc(O)c12	1%	-1

Three entries from above, ordered by length of the SMILES, high to low:
SMILES	Lipid storage S3	Lipid storage S3 cell count max
CC(C)(C)NC(=O)c1ccc2c(c1)N(CC(=O)N1CCCC1)C(=O)C(C)(C)O2	1%	12
CC(Oc1ccc2c3c(c(=O)oc2c1)CCC3)C(=O)NCCCn1ccnc1 (centres undefined)	?	.
CCC(C)NS(=O)(=O)c1ccc(OCC(=O)NCc2ccccn2)cc1 (centres undefined)	?	.

Later entries
SMILES	Lipid storage S3	Lipid storage S3 cell count max
COc1cccc(/C=N/NC(=O)c2ccc(-c3ccccc3)cc2)c1O	?	.
Cc1cc(C(=O)NCc2ccco2)no1	?	.
CCc1ccc(N=Nc2ccc(O)c3[nH]cnc23)cc1	11%	20
CCOc1ccc(OCC)c(NC(=O)C2CCCN(S(=O)(=O)c3cnc[nH]3)C2)c1 (centres undefined)	-12%	-17
COCCn1nnnc1C(c1ccccn1)N1CCN(c2cc(C)ccc2C)CC1 (centres undefined)	i	-10
O=C1CCC(=O)N1CCOP1(=O)COc2ccccc2OC1	?	.
Nc1cccc(CCc2nc3cc4ccccc4cc3[nH]2)c1	?	.
O=C(Cc1c(Cl)cccc1Cl)Nc1ccncc1Cl	-17%	22
CC(=O)n1cc(N(C(=O)CCl)c2ccc(Cl)cc2)c2ccccc21	?	.
CCc1nnc(SCC(=O)Nc2nccs2)n1CC	3%	2
CC(=O)Cc1nsc(Nc2ccc(F)cc2)n1	?	.
COc1ccc2cc(Br)ccc2c1CC(=O)N1CCCC1	i	-7
CC(C)Cn1c(SCC(=O)NC(=O)Nc2ccc3c(c2)OCCO3)nc2ccccc2c1=O	?	.
CSc1ccc(C2c3[nH]c4ccccc4c3CCN2C(=O)c2cc(C)n(C)n2)cc1 (centres undefined)	?	.
CCc1sc(NC(=O)COC)nc1-c1ccccc1	?	.

From PubChem
